Screening results as filed in PubChem BioAssay.
CRFBP-R2 block – CRF-BP/CRF-R2 complex antagonism; HEK293 CRF-R2/CRF-BP, CRF-induced calcium fluorescence; inhibition, % at 11.8 µM; hit rate 0.59% among 350,000; AID 588475;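 active = inhibition of the ligand-induced calcium signal above about 50% at the single tested concentration, limit read from the data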
IMP-1 inh – blocks Pseudomonas aeruginosa IMP-1 metallo-beta-lactamase. purified IMP-1, nitrocefin hydrolysis, epi-absorbance fluorescence. inhibition, % at 5.6 µM. hit rate 0.45% among 290,000. AID 1556;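 active = inhibition above the mean plus 3 SD of all compounds in the same screening run, cut at about 4.5% in these data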;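 note: 0% = IMP-1 with DMSO and 100% = DMSO wells lacking enzyme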
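System: Purified recombinant IMP-1 metallo-beta-lactamase enzyme | Measured by: Fluorescence quenching readout, ex 480/em 530 nm | Replication: Singlicate | Incubation: 15 min preincubation plus 25 min reaction at 25 °C | Evaluation: Percent inhibition from optical density relative to buffer-blank wells | Benchmarks: DMSO with and without IMP-1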
IDE inh – inhibitors of human insulin-degrading enzyme in cells; P14735; HEK cells, FAbetaB cleavage, fluorescence polarization; inhibition, % at 5.59 µM; hit rate 0.41% among 320,000; AID 434962;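 active = percent inhibition above the average of all tested compounds plus 3 SD, set per screening campaign, cut at about 16% in these data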;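 note: IDE supplied by intact live HEK cells; FP after avidin binding of uncleaved biotin substrate so inhibition keeps polarization high; 0% = DMSO wells and 100% = 60 µM reference IDE inhibitor Ii1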
Target sequence (P14735 whole entry, looked up): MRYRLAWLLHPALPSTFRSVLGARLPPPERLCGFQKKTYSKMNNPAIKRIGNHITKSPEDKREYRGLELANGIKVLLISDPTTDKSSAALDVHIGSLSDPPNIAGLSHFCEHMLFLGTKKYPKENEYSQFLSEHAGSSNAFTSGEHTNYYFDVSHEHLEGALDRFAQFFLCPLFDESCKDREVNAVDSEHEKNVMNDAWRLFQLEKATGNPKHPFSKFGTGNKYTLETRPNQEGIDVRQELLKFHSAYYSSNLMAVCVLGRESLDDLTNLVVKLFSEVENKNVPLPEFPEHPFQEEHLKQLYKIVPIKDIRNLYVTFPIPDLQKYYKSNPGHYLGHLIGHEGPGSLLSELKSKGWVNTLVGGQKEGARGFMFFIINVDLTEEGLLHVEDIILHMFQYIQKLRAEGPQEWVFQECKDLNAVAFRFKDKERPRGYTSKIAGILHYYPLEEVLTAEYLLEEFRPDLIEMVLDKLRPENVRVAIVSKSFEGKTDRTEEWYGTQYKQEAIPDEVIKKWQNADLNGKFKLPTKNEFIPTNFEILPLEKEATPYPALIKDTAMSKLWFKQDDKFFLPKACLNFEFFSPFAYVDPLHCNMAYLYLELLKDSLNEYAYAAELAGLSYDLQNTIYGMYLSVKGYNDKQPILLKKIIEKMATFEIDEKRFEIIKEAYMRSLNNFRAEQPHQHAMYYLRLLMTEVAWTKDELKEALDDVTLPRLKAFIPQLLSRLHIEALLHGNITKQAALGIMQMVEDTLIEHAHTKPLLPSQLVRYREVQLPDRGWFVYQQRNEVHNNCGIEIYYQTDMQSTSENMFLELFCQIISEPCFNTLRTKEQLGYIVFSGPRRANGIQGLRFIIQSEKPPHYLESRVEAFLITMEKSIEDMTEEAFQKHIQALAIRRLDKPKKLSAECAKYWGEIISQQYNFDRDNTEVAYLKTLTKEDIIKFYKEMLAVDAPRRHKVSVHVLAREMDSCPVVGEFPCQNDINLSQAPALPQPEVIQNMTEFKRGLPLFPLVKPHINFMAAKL
UBC9 SUMO inh – SUMOylation inhibition. P63279. HTRF SUMOylation assay, SAE1/SAE2 + UBC9, in vitro. inhibition, % at 35 µM. hit rate 0.36% among 290,000. AID 2006; in the data active = inhibition above about 50%, passing the limit was not always enough; note: strong numbers were not always called active
NS3 helicase inh – inhibitors of Hepatitis C virus NS3 helicase. NS3 helicase DNA unwinding, Cy5 molecular beacon fluorescence. inhibition, % at 10.9 µM. hit rate 0.56% among 290,000. AID 1800;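 active = inhibition above the mean of all tested compounds plus 3 SD, set per campaign, cut at about 35% in these data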;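 note: 0% = DMSO wells and 100% = thioflavine S control wells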
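assay system = NS3 helicase fragment of HCV | buffer or medium = MOPS pH 6.5, MgCl2, DTT, Tween20, BSA | timing = 60 min unwinding reaction at 25 °C after ATP addition | signal = Cy5 beacon fluorescence read at start and 1 h | read-out basis = % inhibition of unwinding | control set = low DMSO, high thioflavine S at 110 µM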
p-CIP stab down – compounds decreasing mouse p/CIP protein stability | F442A p/CIP-EGFP cells, EGFP fluorescence, 16 h | hit rate 0.01% among 290,000 | decrease of EGFP signal, % at 10 µM;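 active = EGFP signal decrease of at least 30% at 10 µM or well 3 SD below plate mean, unless failing retest; inactive = the rest, including hits failing retest or dose response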; note: some compounds called inactive have numbers as strong as hits; many of its hits are not listed in these tables
IDE act – activators of human insulin-degrading enzyme in cells | hit rate 0.073% among 340,000 | HEK cells, FAbeta-B cleavage, fluorescence polarization; 0% vehicle, 100% cell-free pure enzyme wells | AID 493087 | activation, % at 5.96 µM;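 active = activation above the mean of all tested compounds plus 3 SD, set per screening campaign, cut at about 17% in these data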
VIM-2 inhibitor – inhibitors of Pseudomonas aeruginosa VIM-2 metallo-beta-lactamase; purified VIM-2, nitrocefin hydrolysis, epi-absorbance fluorescence; AID 1527; hit rate 0.89% among 290,000; inhibition, % at 5.6 µM;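 active = inhibition above the mean of all tested compounds plus 3 SD, cutoff set per screening run, cut at about 7.5% in these data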;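 note: red hydrolysis product quenches plate fluorescence so inhibitors raise well fluorescence; 0% = enzyme with DMSO and 100% = DMSO without enzyme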
GalR3 antagonist – antagonists of human GalR3. HEK293 GalR3-CNG cAMP membrane potential fluorescence; galR3 body fused to GalR1 C-terminus. inhibition, % at 3 µM. hit rate 0.44% among 360,000. AID 651719;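 active = inhibition above the screen-wide average plus 3 SD, cut at about 13% in these data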;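 note: forskolin and galanin both at EC90 stimulate the cells; cAMP rise reported by CNG channel membrane potential dye signal; 0% = forskolin plus galanin with DMSO and 100% = forskolin alone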
Starred values were filed as active, the others as inactive; . = no result given.

item	CRFBP-R2 block	IMP-1 inh	IDE inh	UBC9 SUMO inh	NS3 helicase inh	p-CIP stab down	IDE act	VIM-2 inhibitor	GalR3 antagonist	smiles
1	-44	-3.8	-11	4	-10	6	2	-2.7	-4	COc1ccc2c(c1)c(C(=O)N/N=C/c1ccc(Br)cc1)c(C)n2C
2	4	0.3	5	3	3	-1	3	-7.9	-6	CCOC(=O)c1ccc(NC(=O)Nc2c(C)nn(C)c2C)cc1
3	3	-0.9	0	18	-5	0	-5	-0.4	-5	Cc1cc(C)n(CC2CC(=O)N(c3ccccc3)C2=O)n1 (stereo unspecified)
4	1	0.1	0	17	2	-5	-2	-0.6	-1	CCc1ccc(NC(=O)COc2ccc3c(c2)OCO3)cc1
5	7	-3.9	7	6	9	1	-1	-0.9	-9	O=C(O)/C=C\c1cccc(-n2nnnc2SCc2ccccc2F)c1
6	-21	-6.6	1	.	7	.	0	-5.2	-2	COc1c(C)cccc1C(=O)Nc1cc(-c2nn3c(C)nnc3s2)ccc1C
7	18	-0.7	-3	-6	-11	-8	4	-2.0	-1	O=C(/C=C/c1cccc([N+](=O)[O-])c1)NCCSCc1cccc(Cl)c1
8	-4	-4.1	2	-19	-4	4	4	0.7	-2	O=S(=O)(Nc1ccccc1N1CCCCC1)c1ccccc1
9	18	-1.1	3	10	3	-24	4	-1.7	3	CCN1CCN(C(=O)Cn2ncc3ccsc3c2=O)CC1
10	-4	-3.1	4	-19	0	-14	2	-0.1	-6	CCn1c(N2CCN(C(=O)/C=C/c3ccccc3)CC2)nc2ccccc21
11	17	-2.1	-3	20	-1	-4	3	-1.4	-5	O=[N+]([O-])c1cc(/C=N/O)ccc1SCc1ccccc1
12	-7	-3.3	10	10	10	-7	-1	-1.5	-6	CC1CCN(S(=O)(=O)c2ccc(NC(=O)[C@@H]3CCCC[C@@H]3C(=O)O)cc2)CC1
13	-13	-3.8	-4	28	-5	-2	5	-1.1	1	Nc1ccc(S(N)(=O)=O)cc1N
14	-26	-4.2	-2	-15	-8	0	3	1.2	-1	Cc1ccccc1OCCN1C(=O)NC2(CCCc3ccccc32)C1=O (stereo unspecified)
15	11	-2.7	5	-6	3	-19	1	-3.0	-3	CCCc1ccc(OCc2ccc(C(=O)Nc3cccc(C)n3)o2)c(OC)c1
16	2	-1.0	2	-25	1	9	5	0.5	-9	N#Cc1ccccc1OCC(=O)NC(=O)NCc1ccco1
17	6	0.0	-4	8	1	2	0	0.7	-5	Cc1ccc(NS(=O)(=O)c2ccc(F)cc2)nc1
18	-10	-3.0	1	-8	-26	10	2	-2.0	-12	Cc1ccc(COc2ccc(CNCCCN3CCCCCC3=O)cc2)cc1
19	-7	.	2	.	.	.	2	.	-3	Cc1cc2nc3n(c2cc1C)CC1CC(C(=O)NCc2cccc(Br)c2)N(C)C31 (stereo unspecified)
20	-1	-2.3	3	6	5	-9	-3	-3.2	-1	CCSc1nnc(NC(=O)C2CCCN(S(=O)(=O)c3cnc[nH]3)C2)s1 (stereo unspecified)
21	7	.	-2	.	.	.	-2	.	-6	CCC(=O)c1ccc(OCC(=O)OC(C)C(=O)N2CCc3ccccc32)cc1 (stereo unspecified)
22	3	.	-7	.	.	.	15	.	-3	O=C(NCCc1ccc(F)cc1)C(=O)NCC1CCCN1S(=O)(=O)c1cccs1 (stereo unspecified)
23	-5	-2.8	0	6	-12	-30	-4	-6.4	-5	CCNC(=S)NNC(=S)NCc1ccccc1
24	16	-2.9	.	4	4	0	0	-3.2	0	O=C(CCCN1C(=O)c2ccccc2C1=O)Nc1c2c(nc3c1CCC3)CCC2
25	14	-1.6	4	12	-5	1	-2	0.8	-9	OC1CCN(C(c2ccc3ncccc3c2)c2nnnn2C2CCCCC2)CC1 (stereo unspecified)
26	0	-1.9	-2	12	1	9	6	-1.7	-4	C=Cn1cc[n+](CC(=O)c2ccc(C)cc2)c1
27	-16	-0.1	-5	16	8	-5	-3	-1.9	-1	Cc1c(C(=O)N/N=C/c2cccc(O)c2)nnn1-c1nonc1N
28	-13	-0.4	-4	10	6	-6	8	-1.5	2	CN(C)C=NC(=O)/C(C#N)=C1\CCc2ccccc2N1
29	23	-3.1	5	10	-4	1	2	-0.8	-11	C=CCOn1c(=O)c(-c2ccc(C)cc2)[n+]([O-])c2ccccc21
30	2	-6.6	2	-16	21	6	4	-1.9	1	COc1ccc(NC(=O)COc2nc(N(C)C)nc(N(C)C)n2)cc1

Reprinted from the part before: 2 compounds; new compounds follow.
item	CRFBP-R2 block	IMP-1 inh	IDE inh	UBC9 SUMO inh	NS3 helicase inh	p-CIP stab down	IDE act	VIM-2 inhibitor	GalR3 antagonist	smiles
29	23	-3.1	5	10	-4	1	2	-0.8	-11	C=CCOn1c(=O)c(-c2ccc(C)cc2)[n+]([O-])c2ccccc21
30	2	-6.6	2	-16	21	6	4	-1.9	1	COc1ccc(NC(=O)COc2nc(N(C)C)nc(N(C)C)n2)cc1
31	-5	-3.8	1	9	-10	-11	-1	-9.1	-4	COCCCNC(=S)NNC(=O)c1ccc(S(=O)(=O)N2CCC(C)CC2)cc1
32	-19	.	2	.	.	.	-2	.	-3	COc1ccccc1NC(=O)C(C)OC(=O)CCCN=C1NS(=O)(=O)c2ccccc21 (stereo unspecified)
33	3	2.8	-6	2	0	5	-2	0.7	-10	COCCSc1ccccc1C(=O)NCC1CCCO1 (stereo unspecified)
34	-9	-3.0	5	14	-12	-16	-2	-2.7	-6	O=C1CC[C@@H](CN(Cc2ccccc2)Cc2cn[nH]c2-c2cc3ccccc3o2)N1
35	23	-1.5	6	11	-3	-13	9	-4.0	-6	CCC(C(=O)Nc1ccccc1C(=O)N1CCCC1)N1C(=O)c2ccccc2C1=O (stereo unspecified)
36	3	1.9	2	7	-9	1	-2	-1.6	-2	Cc1ccc2nc(Nc3nc(CSc4nnnn4-c4ccccc4)cc(=O)[nH]3)nc(C)c2c1
37	13	-3.3	6	1	-4	11	-6	-0.3	2	CCCNC(=O)c1nc(C)n(-c2cc(Cl)ccc2Cl)n1
38	1	.	-3	.	.	.	-1	.	-4	COc1cccc(/C=C/C(=O)OCC(=O)NC2CCCCCCC2)c1
39	-11	-0.2	4	-8	-7	-10	-3	-3.0	-5	CCN(CC)C(=O)COc1ccc2oc(C)c(C(=O)OC(C)C)c2c1
40	1	-2.2	-2	12	6	-1	.	-1.9	1	O=C(O)CC1(CC(=O)Nc2ccc(F)cc2F)CCCCC1
41	-7	-1.4	-2	4	51*	1	.	0.1	-1	Cn1nc(C(F)(F)F)c(-c2cccc(C(F)(F)F)c2)c1NC(=O)c1nccnc1C(=O)O
42	-5	0.6	4	-7	-7	-10	-4	-5.4	-7	Cc1cccc(NC(=O)C2c3ccccc3Oc3ccccc32)n1
43	3	-1.0	6	-11	3	4	1	0.5	-2	CC(=O)c1nn(-c2cccc(Br)c2)cc1C(=O)c1cccc2ccccc12
44	6	-3.3	-2	8	3	-10	0	2.5	4	COc1ccc([C@H]2[C@H](C(C)=O)N3N=Cc4ccccc4C3C23C(=O)OC(C)(C)OC3=O)cc1 (stereo partly specified)
45	11	.	-4	.	.	.	5	.	-2	CCc1cccc(C)c1NC(=O)CN1C(=O)NC(C)(CCC(C)C)C1=O (stereo unspecified)
46	1	-3.3	-2	-3	-4	17	3	-2.4	-10	CCOc1ccc2[nH]c(=O)c(CN(CCCO)S(=O)(=O)c3ccc(F)cc3)cc2c1
47	6	.	1	.	.	.	4	.	-1	O=C(Cc1ccc([N+](=O)[O-])cc1)Nc1cccc(C(=O)N2CCCC2)c1
48	6	-2.8	.	-5	-4	9	1	-5.2	2	Cc1cc(OCC(=O)NNC(=O)c2cnccn2)cc(C)c1Cl
49	-1	0.5	0	-7	3	3	3	0.2	-10	COc1ccc(NC(=O)c2ccc3ncsc3c2)cc1
50	3	.	5	.	.	.	2	.	3	O=C(NC1CCS(=O)(=O)C1)c1cccc(Br)c1 (stereo unspecified)
51	-28	0.6	2	-3	6	-5	-1	0.4	-7	COc1ccc(NC(=O)CCSc2nc(C)cs2)cc1
52	-43	-0.3	2	1	-7	-18	7	-4.3	.	CCN(CC)S(=O)(=O)c1ccc(C(=O)Nc2nnc(C(C)C)s2)cc1
53	-1	1.0	0	2	-18	8	2	-0.4	-9	COc1ccc(C(=O)Oc2c(OC)cc(C(=S)N3CCOCC3)cc2OC)cc1OC
54	1	-4.5	2	3	18	-8	-3	-3.3	-3	CC(=O)NS(=O)(=O)c1ccc(N=c2ssc3c2-c2cc(C)ccc2NC3(C)C)cc1
55	-10	-3.9	7	8	-8	2	-2	-2.2	.	Cc1ccc(OCC(=O)N2CCN(C(=O)CCC3CCCC3)CC2)cc1
56	-14	-1.6	-1	-13	3	8	4	-2.9	-2	O=C(O)Cn1cnc2scc(-c3cccs3)c2c1=O
57	-9	-0.2	1	8	-1	6	-1	-0.8	2	COc1ccc(CCC(=O)NCc2ccccc2OC)cc1
58	-11	-0.5	2	17	-2	-4	-7	-3.3	-4	Cc1ccccc1-c1nc(-c2ccc(NC(=O)c3ccc4c(c3)OCO4)cc2)no1
59	5	0.8	-3	15	3	3	3	-1.9	-10	CNCCOc1ccccc1-c1ccccc1
60	-17	-0.8	3	-4	-10	-8	1	2.0	-5	O=C(Nc1cccc(-n2cnnn2)c1)c1ccoc1COc1ccc(Cl)cc1
61	1	-3.8	5	4	2	-9	2	-2.0	2	COc1cccc(CC(=O)NNC(=O)c2ccc3c(c2)OCO3)c1
62	-1	-8.7	-3	18	0	6	3	-1.6	5	Cn1c(=O)[nH]c(=O)c2c1nc(Sc1ccccc1)n2CCc1ccccc1
